From PubChem BioAssay
SNCA expr inh = SNCA gene expression inhibition | AID 1671194 | HEK-293 SNCA-luciferase knock-in, luminescence, 24 h | actives 0.17% (n = 140,000) | Potency, µM (doses to about 57.2 µM), for inactives: top-dose activity change, negative = inhibition, most hits filed as inhibitors;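 further: potency means the concentration at half of the fitted maximal effect; plate controls were DMSO cells for no effect and cell-free wells for full effect; nearly all actives have a fitted effect of over 45% in size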
HEK293 viab = counter-screen for SNCA expression inhibitors: cell viability. HEK-293-SNCA-luc viability, GF-AFC fluorescence, 24 h. Potency, µM (doses to about 57.1 µM), for inactives: top-dose activity change, negative = cytotoxicity, hits mostly cytotoxic. actives 0.12% (n = 150,000). AID 1671193;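 further: potency means the concentration at half of the fitted maximal effect; 0% = DMSO-treated cells and -100% = medium-only wells without cells; nearly all actives have a fitted effect of over 30% in size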
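HEK-293-SNCA-luc cells (1500/well) plated 24 h, then exposed 24 h to a dilution series; GF-AFC added 30 min at 37C, fluorescence 405/540 nm; normalised to medium-only and DMSO wells, Hill fit.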
NIH3T3 tox = NIH 3T3 cell cytotoxicity; NIH 3T3 viability, CellTiter-Glo ATP luminescence, 48-72 h; Potency, µM (highest dose often 96.7 µM), without a hit: at the top dose activity change, negative = cytotoxicity, usual class: inhibitors; actives 4.3% (n = 94,000); further: potency means the concentration at half of the fitted maximal effect; nearly all actives have a fitted effect of over 55% in size
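Cytotoxicity was measured by CellTiter-Glo ATP luminescence after 48 or 72 h compound exposure at 37 °C. Mouse NIH 3T3 fibroblasts were seeded at 400 cells/well and dosed by 23 nL pin transfer.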
Luciferase inh = Photinus pyralis luciferase inhibition; P08659; purified P. pyralis luciferase, luminescence, biochemical; Potency, µM (titrated, usually from 115 µM), for the others: top-dose activity change, negative = inhibition, most hits filed as inhibitors; actives 2.5% (n = 76,000); AID 1347043; further: potency means the concentration at half of the fitted maximal effect; nearly all actives have a fitted effect of over 65% in size
Target sequence (P08659 whole entry, looked up): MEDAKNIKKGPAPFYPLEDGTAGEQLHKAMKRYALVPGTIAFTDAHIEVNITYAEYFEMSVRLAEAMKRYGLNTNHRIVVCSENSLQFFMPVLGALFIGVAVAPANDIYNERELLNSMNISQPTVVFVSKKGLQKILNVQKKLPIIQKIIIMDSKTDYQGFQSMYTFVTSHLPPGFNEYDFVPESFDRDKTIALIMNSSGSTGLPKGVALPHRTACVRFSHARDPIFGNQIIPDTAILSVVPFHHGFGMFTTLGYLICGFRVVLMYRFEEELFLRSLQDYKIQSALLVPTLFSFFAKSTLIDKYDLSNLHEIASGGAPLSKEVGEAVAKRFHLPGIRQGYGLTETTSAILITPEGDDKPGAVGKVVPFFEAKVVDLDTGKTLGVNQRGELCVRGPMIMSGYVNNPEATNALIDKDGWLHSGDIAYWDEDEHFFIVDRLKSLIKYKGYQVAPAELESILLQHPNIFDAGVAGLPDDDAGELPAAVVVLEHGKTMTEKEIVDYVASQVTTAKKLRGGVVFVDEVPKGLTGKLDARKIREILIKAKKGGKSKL
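Cell-free enzyme assay, 10nM P. pyralis luciferase, luciferin and ATP each at 10uM. Inhibition profiled over a 6-point titration, read as luminescence.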
GPT2 inhibitor = GPT2 alanine aminotransferase inhibition; Potency, µM (titrated, usually from 57.7 µM), for the others: at the highest dose activity change, negative = inhibition, usual class: inhibitors; Recombinant GPT2, coupled pyruvate oxidase/HRP Amplex Red fluorescence; actives 0.25% (n = 100,000); AID 1671188; Q8TD30; further: potency means the concentration at half of the fitted maximal effect; nearly all actives have a fitted effect of over 60% in size; many of its hits are not listed in these tables
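Fluorescence read-out: pyruvate from GPT2 turnover coupled to pyruvate oxidase, HRP and Amplex Red (0.2mM ThPP, 0.2U/mL PO and HRP, 50uM Amplex final). Substrates 250uM a-KG, 2mM L-alanine; enzyme 10ng/uL; 30 min RT.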
HEK293 tox = kills HEK 293 cells; HEK 293 viability, ATP luminescence (CellTiter-Glo), 48-72 h; Potency, µM (doses to about 115 µM), inactives show top-dose activity change, negative = cytotoxicity, usual class: inhibitors; actives 6.6% (n = 94,000); further: potency means the concentration at half of the fitted maximal effect; nearly all actives have a fitted effect of over 60% in size
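Read-out: CellTiter-Glo ATP luminescence. Cells: HEK 293, 250 cells/well. Exposure: 48 or 72 hr, 37 degree Celsius.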
IP6K1 inhibitor = blocks human inositol hexakisphosphate kinase 1 | IP6K1 kinase, ADP-Glo luminescence, 2 h; active compounds read low | Q92551 | activity change, % (series mostly up to about 58 µM) | actives 0.81% (n = 140,000); in the data active means activity change below about -25%
Target sequence (Q92551 whole entry, looked up): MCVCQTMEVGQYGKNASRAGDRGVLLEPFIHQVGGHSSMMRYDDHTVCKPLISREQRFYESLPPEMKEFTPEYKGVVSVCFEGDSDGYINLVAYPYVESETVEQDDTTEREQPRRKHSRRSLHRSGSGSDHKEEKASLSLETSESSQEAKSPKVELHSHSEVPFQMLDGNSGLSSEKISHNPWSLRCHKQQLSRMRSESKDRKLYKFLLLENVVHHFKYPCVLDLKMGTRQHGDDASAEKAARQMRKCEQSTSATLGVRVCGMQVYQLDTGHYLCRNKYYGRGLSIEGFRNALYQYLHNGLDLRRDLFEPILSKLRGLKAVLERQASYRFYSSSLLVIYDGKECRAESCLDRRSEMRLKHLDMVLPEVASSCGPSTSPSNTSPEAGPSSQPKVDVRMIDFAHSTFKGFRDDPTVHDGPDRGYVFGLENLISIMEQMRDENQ
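ADP-Glo luminescence measures ADP made by human IP6K1 during a 2 h RT reaction with ATP/IP6 (mix at 1.3 mM/130 uM); top library doses 57.5 and 19.1 uM final.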
Active calls of the source: *; & = joins results of further samples; [ ] = remark or other dose. Unless noted, the call rests on the fitted dose curve; in most records, active means well fitted curve in the direction sought with a large enough effect; inconclusive means small, poorly fitted or top-dose-only effect, or another doubt; inactive means no such curve, though single readings can be large; an effect the other way counts as inactive or inconclusive. Unless noted, on the % scale 0 is the no-effect control and ±100 the full control effect. These rows are one share of the data, so the mix of outcomes need not match the whole.

`Cc1ccc([S+](=O)([O-])N2CCC(N3CC4CCCN4C3=O)CC2)cc1` (configuration not stated) gave SNCA expr inh 4%, HEK293 viab 9%, NIH3T3 tox -25%, Luciferase inh -2%, GPT2 inhibitor inactive, HEK293 tox -17% and IP6K1 inhibitor 17.
`Cc1ccc(C)c(OCCn2c(C3CC(=O)N(Cc4ccc(F)cc4)C3)nc3ccccc32)c1` (configuration not stated) gave SNCA expr inh inconclusive, HEK293 viab inconclusive and IP6K1 inhibitor 16.
`Cc1cc(C)cc(C(=O)NC2CCN(c3cc(-c4ccc(F)cc4)[nH]n3)C2)c1` (configuration not stated) gave SNCA expr inh inconclusive, HEK293 viab inconclusive, NIH3T3 tox 45µM*, Luciferase inh -6%, GPT2 inhibitor -21%, HEK293 tox inconclusive and IP6K1 inhibitor 1.
`CCC(C)NC(=O)CSc1nc2n[nH]c(C)c2c(=N)n1-c1cc(Cl)ccc1C` (configuration not stated) gave SNCA expr inh -21%, HEK293 viab -7% and IP6K1 inhibitor 16.
Screening COc1cccc(C(=O)N2CCC(C(=O)N3CCC(N4Cc5cccn5C4=O)CC3)CC2)c1 returned SNCA expr inh 10%, HEK293 viab 5%, NIH3T3 tox inconclusive, GPT2 inhibitor 3%, HEK293 tox -27% and IP6K1 inhibitor -2.
`O=C(NCc1ccc(N2CCOCC2)cc1)C1CCN(c2cnc3nccnc3c2)CC1` gave SNCA expr inh -14%, HEK293 viab -16%, NIH3T3 tox -23%, Luciferase inh -4%, GPT2 inhibitor inactive, HEK293 tox 1% and IP6K1 inhibitor -2.
For O=C(Nc1cc(-c2cccnc2)nn1-c1ccccc1)c1ccc(C(F)(F)F)cc1 the results were SNCA expr inh -4%, HEK293 viab 1%, NIH3T3 tox 32µM*, GPT2 inhibitor -13%, HEK293 tox inconclusive and IP6K1 inhibitor -8.
Screening Cc1ccc(CNC(=O)Cn2c(-c3ccccc3)nc(C)c(CCO)c2=O)cc1 returned SNCA expr inh -15%, HEK293 viab 5%, NIH3T3 tox inconclusive, Luciferase inh -9%, GPT2 inhibitor inactive, HEK293 tox 79µM* and IP6K1 inhibitor -10.
`Cc1cc(C)cc(N2CCC(NC(=O)c3ccc4nc[nH]c4c3)C2=O)c1` (configuration not stated) gave SNCA expr inh -7%, HEK293 viab -1%, NIH3T3 tox -9%, Luciferase inh -6%, GPT2 inhibitor 1%, HEK293 tox 3% and IP6K1 inhibitor -9.
`Cc1cccc(C(=O)N(Cc2ccccc2F)C2CCS(=O)(=O)C2)c1` (configuration not stated) gave SNCA expr inh -5%, HEK293 viab -16% and IP6K1 inhibitor 1.
`O=[S+]([O-])(c1ccccc1)N1CC2(COCCN(c3nccc(C(F)(F)F)n3)C2)C1` gave SNCA expr inh 32%[activator][87.6 µM], HEK293 viab -1%[87.6 µM], NIH3T3 tox inconclusive, Luciferase inh -21%[172 µM], GPT2 inhibitor inconclusive, HEK293 tox 89µM* and IP6K1 inhibitor 5.
Screening COc1ccc(NC(=O)c2ccc3c(c2)OCCN(Cc2ncccn2)C3)c(F)c1 returned SNCA expr inh -2%[87.6 µM], HEK293 viab -5%[87.6 µM], NIH3T3 tox -3%[138 µM], Luciferase inh -20%[172 µM], GPT2 inhibitor 2%[88.5 µM], HEK293 tox inconclusive and IP6K1 inhibitor 5.
For CCn1cc(C(=O)NCc2ccccc2)c(=O)c2cc(S(=O)(=O)N3CCCCCC3)ccc21 the results were SNCA expr inh -2%, HEK293 viab 0% and IP6K1 inhibitor -10.
Screening CN(CC1CCOC1)C(=O)NCc1ccc(F)cc1 (configuration not stated) returned SNCA expr inh 25%, HEK293 viab 8%, NIH3T3 tox inconclusive, Luciferase inh -9%, GPT2 inhibitor inactive, HEK293 tox 5% and IP6K1 inhibitor 12.
For CC(C)(C)C(=O)NC1CCN(C(=O)c2ccc(-c3ncccc3C#N)cc2)CC1 the results were SNCA expr inh -7%, HEK293 viab 0%[12.5 µM], NIH3T3 tox inconclusive, GPT2 inhibitor inactive, HEK293 tox -28% and IP6K1 inhibitor -6.
For COC(=O)CC1Oc2ccc(F)cc2-n2cc(-c3ccc(C)cc3)nc21 (configuration not stated) the results were SNCA expr inh 15%, HEK293 viab 5% and IP6K1 inhibitor 3.
`CCc1ccc(NC(=O)N2C[C@@H](F)C[C@H]2C(=O)N2CCCCC2)cc1` gave SNCA expr inh 7%, HEK293 viab -13%, NIH3T3 tox inactive, Luciferase inh 6%, GPT2 inhibitor inactive, HEK293 tox inconclusive and IP6K1 inhibitor 5.
Screening CCN(CC)S(=O)(=O)c1ccc2c(c1)N(CC(=O)Nc1c(C)cc(C)cc1C)C(=O)CS2 returned SNCA expr inh 5%, HEK293 viab -13% and IP6K1 inhibitor -14.
For O=C1CCc2cc(S(=O)(=O)CCC(=O)N3CCC(CCOc4ccc(F)cc4)C3)ccc2N1 (configuration not stated) the results were SNCA expr inh -24%, HEK293 viab -22%, NIH3T3 tox inconclusive, GPT2 inhibitor inconclusive, HEK293 tox inconclusive and IP6K1 inhibitor -7.
`CC1(C(=O)N2CCCC(CCc3ccc(F)c(F)c3)C2)CC1` (configuration not stated) gave SNCA expr inh 80%[activator], HEK293 viab -2%, NIH3T3 tox inconclusive, Luciferase inh inconclusive, GPT2 inhibitor inactive, HEK293 tox inconclusive and IP6K1 inhibitor -4.
`O=C(CCC[C@@H]1[C@H]2CCCN3CCC[C@@H](CN1C(=O)NCc1ccc(F)cc1)[C@@H]23)NCC1CC1` gave SNCA expr inh -17%, HEK293 viab 10%, NIH3T3 tox inactive, Luciferase inh -21%, GPT2 inhibitor -11%, HEK293 tox -2% and IP6K1 inhibitor 1.
`Cc1ccc(Cl)cc1N1CCN(C(=O)c2ccc3c(c2)N(Cc2ccccc2F)C(=O)c2ccccc2S3=O)CC1` (configuration not stated) gave SNCA expr inh 9%, HEK293 viab 2% and IP6K1 inhibitor 4.
For CSCC(=O)N1CCC2(CCN(Cc3nccnc3C)CC2)C(CO)C1 (configuration not stated) the results were SNCA expr inh 4%, HEK293 viab 8%, NIH3T3 tox inactive, Luciferase inh 7%, GPT2 inhibitor inactive, HEK293 tox inactive and IP6K1 inhibitor -13.
`O=C(NC1CCCCC1)N1CCC(CCc2nc(C3CCOCC3)no2)CC1` gave SNCA expr inh -13%, HEK293 viab -3%, NIH3T3 tox inconclusive, GPT2 inhibitor inactive, HEK293 tox inconclusive and IP6K1 inhibitor 6.
CC(NC(=O)Cc1ccc(NC(=O)N2CCSc3ncccc32)cc1)c1ccccc1 (configuration not stated) was read as SNCA expr inh 8%, HEK293 viab 8% and IP6K1 inhibitor 30.
`O=C(C1CC1)N1CCC2(CC1)NCCc1c2[nH]c2ccccc12` gave SNCA expr inh inconclusive, HEK293 viab 5%[12.5 µM], NIH3T3 tox -14%, Luciferase inh 4%, GPT2 inhibitor -4%, HEK293 tox -18% and IP6K1 inhibitor 2.
N#Cc1cccc(-c2cn3c(n2)N(C(=O)c2ccccn2)CCC3)c1 was read as SNCA expr inh 14%, HEK293 viab 6%, NIH3T3 tox -9%, Luciferase inh -12%, GPT2 inhibitor inactive, HEK293 tox inconclusive and IP6K1 inhibitor 7.
For C=C1CC23CC1CCC2C12OC(=O)C(C)(CCC1O)C2C3C(=O)O (configuration not stated) the results were HEK293 viab -3%, GPT2 inhibitor inactive and IP6K1 inhibitor -3.
For CN1C(=O)c2cccn2CC1C(=O)NCc1cccc(F)c1 (configuration not stated) the results were SNCA expr inh 10%, HEK293 viab 2%, NIH3T3 tox inconclusive, Luciferase inh 0%, GPT2 inhibitor inconclusive, HEK293 tox -35% and IP6K1 inhibitor -9.
For O=C(NCc1ccc(F)cc1)C1CCCN1Cc1ccc(-c2cncnc2)cc1 (configuration not stated) the results were SNCA expr inh -38%, HEK293 viab -1%, NIH3T3 tox inconclusive, GPT2 inhibitor 0%, HEK293 tox inconclusive and IP6K1 inhibitor 6.

Molecules listed so far that contain an aryl methoxy group:
Screening COc1cccc(C(=O)N2CCC(C(=O)N3CCC(N4Cc5cccn5C4=O)CC3)CC2)c1 returned SNCA expr inh 10%, HEK293 viab 5%, NIH3T3 tox inconclusive, GPT2 inhibitor 3%, HEK293 tox -27% and IP6K1 inhibitor -2.
Screening COc1ccc(NC(=O)c2ccc3c(c2)OCCN(Cc2ncccn2)C3)c(F)c1 returned SNCA expr inh -2%[87.6 µM], HEK293 viab -5%[87.6 µM], NIH3T3 tox -3%[138 µM], Luciferase inh -20%[172 µM], GPT2 inhibitor 2%[88.5 µM], HEK293 tox inconclusive and IP6K1 inhibitor 5.

Later entries
Screening O=C1CCN(S(=O)(=O)c2ccc3c(c2)CCC3)CCCCCCN1 returned SNCA expr inh -4%, HEK293 viab 5%, NIH3T3 tox -6%, Luciferase inh -6%, GPT2 inhibitor inactive, HEK293 tox inactive and IP6K1 inhibitor -1.
For Cc1c(C(=O)Nc2ccc(-n3c(C)nc4ccccc4c3=O)cc2)cccc1[N+](=O)[O-] the results were SNCA expr inh -25%, HEK293 viab -11% and IP6K1 inhibitor 18.
For CN(C)CCNC(=O)c1cc2c(n1C)CCN(Cc1ccccc1)C2 the results were SNCA expr inh 1%, HEK293 viab 1%, NIH3T3 tox -11%, Luciferase inh -2%, GPT2 inhibitor inactive, HEK293 tox -27% and IP6K1 inhibitor -14.
`CN(Cc1ccccc1)C(=O)C[C@@H]1O[C@H](CNC(=O)C2CCCC2)[C@@H](O)[C@H]1O` gave SNCA expr inh -13%[87.6 µM], HEK293 viab 2%[87.6 µM], NIH3T3 tox -2%[174 µM], Luciferase inh 2%[172 µM], GPT2 inhibitor -3%[88.5 µM], HEK293 tox inactive and IP6K1 inhibitor -5.
Screening N[C@@H]1CC[C@@H]1NC(=O)c1ccccc1OC(F)(F)C(F)F returned SNCA expr inh -3%, HEK293 viab -1%, NIH3T3 tox inactive, Luciferase inh -6%, GPT2 inhibitor -19%, HEK293 tox inactive and IP6K1 inhibitor 5.
For COCc1nnc2n1CCC(NC(=O)c1cscn1)CC2 (configuration not stated) the results were SNCA expr inh 50%[activator], HEK293 viab -4%, NIH3T3 tox inactive, Luciferase inh -9%, GPT2 inhibitor inactive, HEK293 tox -2% and IP6K1 inhibitor -4.
For N#Cc1c(O)c2c(-c3ccc(-c4ccccc4O)cc3)csc2[nH]c1=O the results were SNCA expr inh 0%, HEK293 viab -34%&9%, GPT2 inhibitor 4% and IP6K1 inhibitor -46*.
For Cc1ccc(OCc2nc(C3CCCCN3C(=O)NCc3ccc(F)cc3)no2)cc1 (configuration not stated) the results were SNCA expr inh -4%, HEK293 viab 0%, NIH3T3 tox inconclusive, Luciferase inh -6%, GPT2 inhibitor -7%, HEK293 tox inconclusive and IP6K1 inhibitor 4.
Screening CCOc1ccc(C(=O)N2CCC(c3nnc(-c4ccccc4OC)o3)CC2)cc1 returned SNCA expr inh inconclusive, HEK293 viab 4% and IP6K1 inhibitor 49.
